# RGS4 inhibitor – Inhibitors of Regulator of G Protein Signaling (RGS) 4: qHTS. Regulator of G-protein signaling 4 (Homo sapiens), P49798. Transcreener GDP fluorescence polarization, RGS4-accelerated GTP hydrolysis. Potency, µM (top dose mostly 114 µM), for inactives: at the highest dose activity change, negative = inhibition, actives largely listed as inhibitors. 390,000 compounds, 0.039% hits; further: potency means the concentration at half of the fitted maximal effect; on the % scale 0 is the no-effect control and ±100 the full control effect; nearly all actives have a fitted effect of over 75% in size; some results filed as inactive show a strong effect at the top dose
#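 MLSMR compounds (23 nl, pin-transferred) preincubated 10 min at room temperature with a 500nM (2x) first reagent, then RGS4 at 900nM (2x) plus Transcreener GDP mix added; fluorescence polarization (620/688 nm) read before and after 90 min at 30 °C.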
# ERG-DNA inh – qHTS for Small Molecule Inhibitors of the ERG Ets/DNA interaction; Potency, µM (titrated, usually from 76.9 µM), for inactives: top-dose FP activity, negative = inhibition, actives largely listed as inhibitors; 370,000 compounds, 0.028% hits; fluorescence polarization, His-ERG Ets domain / labelled DNA; Transcriptional regulator ERG (Homo sapiens), P11308; active means well fitted inhibition curve with a large enough effect in the polarisation, with a control signal flat; inconclusive means small, poorly fitted or top-dose-only effect, or effect the other way, or a change in a side signal; inactive means no such curve, though single readings can be large or run the other way; the % refers to the polarisation;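 further: polarization taken with two DNA probes labelled with fluorescein and Texas red; potency means the concentration at half of the fitted maximal effect; % of control where 0% means no effect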
# Target sequence (P11308 whole entry, looked up, the tested form may be a part): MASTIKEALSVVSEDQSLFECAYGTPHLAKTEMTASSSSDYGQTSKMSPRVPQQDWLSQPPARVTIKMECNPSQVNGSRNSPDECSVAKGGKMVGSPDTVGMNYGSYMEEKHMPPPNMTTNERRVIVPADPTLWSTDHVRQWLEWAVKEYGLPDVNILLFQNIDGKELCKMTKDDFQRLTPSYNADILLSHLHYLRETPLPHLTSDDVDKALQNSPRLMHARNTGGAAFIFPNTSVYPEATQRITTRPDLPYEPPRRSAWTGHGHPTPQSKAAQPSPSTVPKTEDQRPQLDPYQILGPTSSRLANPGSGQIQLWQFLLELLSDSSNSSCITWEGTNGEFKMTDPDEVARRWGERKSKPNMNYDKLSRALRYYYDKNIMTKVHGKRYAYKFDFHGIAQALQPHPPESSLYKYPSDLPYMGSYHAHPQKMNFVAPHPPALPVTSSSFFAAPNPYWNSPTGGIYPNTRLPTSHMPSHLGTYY
#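 His-tagged ERG Ets domain (1 uM in the protein solution; 300mM KCl, 50mM Tris-HCl, 1mM EDTA, 1mM DTT, pH 7.5) received compound, then a probe mix of 5 nM fluorescein-DNA and 100nM Texas-615-DNA. Fluorescence polarization was read for both dyes.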
# POLB inh – qHTS Assay for Inhibitors of DNA Polymerase Beta; P06746; Pol beta primer extension/strand displacement, fluorescence kinetic; Potency, µM (top dose mostly 114 µM), for the others: at the highest dose activity change, negative = inhibition, actives largely listed as inhibitors; 340,000 compounds, 1.3% hits; further: potency means the concentration at half of the fitted maximal effect; on the % scale 0 is the no-effect control and ±100 the full control effect
#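 Kinetic readout of DNA synthesis with strand displacement by Pol beta. Compound and 10 nM enzyme sit 15 min at room temperature; 50 nM substrate starts the reaction, read immediately and at 10 min.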
# Pol eta inh – qHTS for Inhibitors of Polymerase Eta; DNA polymerase eta (Homo sapiens), Q9Y253; recombinant Pol eta, fluorescent DNA replication assay; Potency, µM (doses to about 114 µM), inactives show at the highest dose activity change, negative = inhibition, actives largely listed as inhibitors; 390,000 compounds, 1.2% hits; further: potency means the concentration at half of the fitted maximal effect; on the % scale 0 is the no-effect control and ±100 the full control effect
#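 Pol eta (10 nM) was preincubated with compounds for 15 min at room temperature, after which fluorescent replication substrate (50 nM final) was added to start the reaction. Fluorescence was read kinetically at 0 and 10 min.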
# Apoferritin bind – qHTS Assay for Identification of Novel General Anesthetics | Ferritin light chain (Equus caballus), P02791 | apoferritin/1-aminoanthracene competitive binding, fluorescence | Potency, µM (series often up to 77.5 µM), without a hit: at the top dose activity change, negative = displacement, usual class: inhibitors | 350,000 compounds, 0.074% hits; further: potency means the concentration at half of the fitted maximal effect; on the % scale 0 is the no-effect control and ±100 the full control effect; nearly all actives have a fitted effect of over 20% in size
#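 Horse-spleen apoferritin (10 uM) was mixed with 50% saturated 1-aminoanthracene in PBS, exposed to compounds for 10 min at room temperature, and read for fluorescence (ex 380 nm, em 535 nm). Competitive displacement was fitted with a four-parameter Hill equation.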
# APEX1 inh – qHTS Assay for Inhibitors of the Human Apurinic/apyrimidinic Endonuclease 1 (APE1) | Potency, µM (titrated, usually from 65.8 µM), for inactives: at the top dose activity change, negative = inhibition, most hits filed as inhibitors | 350,000 compounds, 0.35% hits | DNA repair nuclease/redox regulator APEX1 (Homo sapiens), P27695 | recombinant APE1, TAMRA/BHQ-2 abasic DNA cleavage fluorescence;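 further: potency means the concentration at half of the fitted maximal effect; plate controls were vehicle for no effect and reference inhibitor for full effect; nearly all actives have a fitted effect of over 55% in size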
#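 Substrate: short duplex with […] THF abasic site, 5'-TAMRA and 3'-BHQ-2, 50 nM final. APE1 at 0.75 nM, preincubated 15 min RT with compound. Fluorescence increase from first to third read measured activity.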
# LDHA inh – qHTS assay for inhibitors of human lactate dehydrogenase. L-lactate dehydrogenase A chain (Homo sapiens), P00338. purified LDHA, NADH/diaphorase-resazurin fluorescence; hits give low values. activity change, % (values are at about 110 or 230 µM). 480,000 compounds, 0.15% hits. AID 1347041, 2019; in the data active means activity change below about -30%; inconclusive means mostly about -25% to -30%;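 further: plate controls were DMSO wells for no effect and wells without enzyme for full effect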
#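 Enzyme activity of human lactate dehydrogenase 5 (2 nM; 0.06 mM NADH, 0.2 mM pyruvate, 5 min, RT) is measured via a resazurin/diaphorase fluorescence readout of residual NADH.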
# 12-LOX inh – Primary qHTS assay for inhibitors of human arachidonate 12S-lipoxygenase (ALOX12): Round 2. purified 12hLO, xylenol orange hydroperoxide absorbance. Potency, µM (series often up to 108 µM), for the others: at the top dose activity change, negative = inhibition, hits mostly inhibitors. 580,000 compounds, 1.1% hits; further: potency means the concentration at half of the fitted maximal effect; on the % scale 0 is the no-effect control and ±100 the full control effect
# Target sequence (P18054 whole entry, looked up): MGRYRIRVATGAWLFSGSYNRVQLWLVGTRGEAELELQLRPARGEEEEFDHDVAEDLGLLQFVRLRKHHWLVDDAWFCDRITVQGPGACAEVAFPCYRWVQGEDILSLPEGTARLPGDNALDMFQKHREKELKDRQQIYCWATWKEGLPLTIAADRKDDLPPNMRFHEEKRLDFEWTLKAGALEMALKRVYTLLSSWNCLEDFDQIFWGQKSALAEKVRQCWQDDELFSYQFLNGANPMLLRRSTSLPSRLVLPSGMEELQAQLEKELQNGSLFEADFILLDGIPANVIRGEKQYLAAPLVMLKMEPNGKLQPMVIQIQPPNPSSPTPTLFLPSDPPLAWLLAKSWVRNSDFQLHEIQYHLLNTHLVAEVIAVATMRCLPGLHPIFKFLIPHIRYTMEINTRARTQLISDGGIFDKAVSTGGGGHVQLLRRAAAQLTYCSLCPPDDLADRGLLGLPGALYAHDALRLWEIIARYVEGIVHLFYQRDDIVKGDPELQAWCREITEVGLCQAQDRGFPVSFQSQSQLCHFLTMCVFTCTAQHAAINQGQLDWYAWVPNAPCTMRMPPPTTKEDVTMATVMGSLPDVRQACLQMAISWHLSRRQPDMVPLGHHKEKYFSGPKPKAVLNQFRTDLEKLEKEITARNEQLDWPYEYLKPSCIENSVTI
#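 Hydroperoxide product was detected by ferrous iron/xylenol orange as the 573 to 405 nm absorbance ratio. Arachidonic acid at 40 uM (final) was turned over for 30 min at room temperature by 150 nM human 12hLO, pH 7.0 Hepes buffer, after 15 min compound preincubation.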
# Pol kappa inh – qHTS for Inhibitors of Polymerase Kappa; DNA polymerase kappa (Homo sapiens), Q9UBT6; purified Pol kappa, fluorescent DNA synthesis assay, 10 min; Potency, µM (top dose mostly 107 µM), without a hit: at the highest dose activity, negative = inhibition, most hits filed as inhibitors; 400,000 compounds, 0.53% hits; further: potency means the concentration at half of the fitted maximal effect; on the % scale 0 is the no-effect control and ±100 the full control effect
#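 Inhibition of 10 nM Pol kappa is measured by a fluorescent read-out at 0 and 10 min following addition of 50 nM substrate (final), with a 15-min room-temperature compound preincubation.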
# Starred values were filed as active, the others as inactive; i = inactive; ? = inconclusive; . = no result given; & = joins results of further samples; [ ] = dose if it differs, or a comment. Unless noted, the call rests on the fitted dose curve; in most records, active means well fitted curve in the direction sought with a large enough effect; inconclusive means small, poorly fitted or top-dose-only effect, or another doubt; inactive means no such curve, though single readings can be large; an effect the other way counts as inactive or inconclusive. A portion of the library (hit frequency here may not be typical).
SMILES,RGS4 inhibitor,ERG-DNA inh,POLB inh,Pol eta inh,Apoferritin bind,APEX1 inh,LDHA inh,12-LOX inh,Pol kappa inh
CC(=O)c1cccc(NC(=O)CCCN(C)S(=O)(=O)c2ccc(F)cc2)c1,-4%,0%,0%,-11%,-7%,72%[activator],-14,-16%,-9%
CC(C)CNC(=O)/C=C/c1cccs1,-7%,.,32%,-13%,4%,3%,-3,-5%,-6%
Cc1nn(CC(=O)NC2(C)CCS(=O)(=O)C2)c(C)c1S(=O)(=O)N(C)C (centres undefined),7%,2%,.,-6%,.,4%,-4,9%,1%
O=C(Nc1sc2c(c1C(=O)NCCCO)CCCC2)c1ccccc1,-23%,0%,2%,-21%,281%[activator],5%,-5,?,-5%
COc1cc(/C=N/Nc2nc(C)cc(C)n2)cc(OC)c1OC,-3%,-8%,0%,-18%,-2%,-1%,-5,-8%,-16%
CC(NC(=O)Cc1ccccc1)c1nc2ccccc2[nH]1 (centres undefined),4%,-7%,3%,-6%,8%,-4%,0,25%,0%
CCc1ccccc1NC(=O)Cn1nc(C(F)(F)F)c2c1CCCC2,4%,-9%,?,-29%,-8%,.,0,-18%,-13%
Cc1c(Cl)ccc2sc(NC(=O)C3CC3)nc12,4%,11%,-1%,4%,-10%,13%,-6,26%,-5%
CC[C@]12c3[nH]c4ccc(OC)cc4c3CCN1C(=O)C(CC(=O)NCCCn1ccnc1)C[C@@H]2C(=O)N1CCN(C(=O)C2CC2)CC1 (some centres undefined),-7%,3%,.,-18%,.,14%,0,3%,7%
CCc1nn(CC(=O)N2CCN(c3ccc(OC)cc3)CC2)c(=O)c2cc3occc3n12,12%[11.4 µM],-2%,35%,-1%,-7%,-3%,-3,-25%,-1%
COc1ccc(F)cc1CN1CCN(c2ncnc3scc(-c4ccccc4)c23)CC1,-24%,1%,5%,-10%,-10%,-4%,-3,?,2%
CCC(=O)Nc1cc2nn(-c3ccc(C)cc3)nc2cc1C,-19%&10%,-4%&-4%,1%&-2%,-9%&-9%,-7%&-5%,-2%,2&-5,-5%&-2%,2%&-18%
O=C(CN1CCN(S(=O)(=O)c2ccc(F)cc2)CC1)N1CCOCC1,25%,-9%,13%,-23%,-1%,22%,-5,1%,-14%
CCCCN(C)CCCNC(=O)c1cc(-c2ccc(Br)s2)nc2ccccc12,-5%,0%,0%,-12%,-8%,.,-5,-2%,-4%
COc1ccc(S(=O)(=O)N(CCc2ccccc2)CC(=O)N2CCOCC2)cc1,-5%,11%,27%,2%,-15%,1%,-3,8%,-6%
Cc1c(C(=O)c2ccc(Cl)cc2[N+](=O)[O-])c2ccccn2c1CCC#N,11%,2%,20%,-12%,?,5%,7,-24%,-15%
O=P(O)(CP(=O)(c1ccccc1)c1ccccc1)c1ccccc1,12%,-8%,20%,-5%,-6%,3%,2,?,-2%
CN(Cc1cccs1)C(=O)c1ccc(Cl)c(S(=O)(=O)N2CCCCCC2)c1,-11%,-14%,.,-18%,.,0%,-6,-25%,-3%
COc1cc(OC)c(NC(=O)c2ccc3c(Cl)c4c(nc3c2)CCCC4)cc1Cl,-9%,-2%,22%,-9%,-1%,.,-7,-16%,6%
Cc1ccc(Nc2nc(-c3ccc(O)cc3O)cs2)nc1,-38%,2%[15.4 µM],?,?,-18%,-3%,18,-23%,-17%
COC(=O)c1cc(S(=O)(=O)n2nc(C)cc2C)c(Cl)cc1Cl,-5%,-7%,3%,-9%,-5%,0%,-4,.,3%
C=CCNC(=O)NC(=O)COC(=O)/C(C#N)=C/c1cc(C)n(CC(C)C)c1C,-10%,5%,-11%,-15%,-9%,-6%,-7,-41%,-14%
COCCCn1c(=S)[nH]c2c(sc3ccccc32)c1=O,-15%,6%,2%,-6%,-6%,-7%,-6,?,-3%
Cc1ccc(C(NC(=O)CN2C(=O)NC3(CCCC3)C2=O)c2ccccc2)cc1 (centres undefined),-8%,-9%,.,-19%,.,-2%,-17,398%[activator],-17%

# Sorted by value in Pol eta inh (largest number first): some entries from above
SMILES,RGS4 inhibitor,ERG-DNA inh,POLB inh,Pol eta inh,Apoferritin bind,APEX1 inh,LDHA inh,12-LOX inh,Pol kappa inh
O=P(O)(CP(=O)(c1ccccc1)c1ccccc1)c1ccccc1,12%,-8%,20%,-5%,-6%,3%,2,?,-2%
Cc1c(C(=O)c2ccc(Cl)cc2[N+](=O)[O-])c2ccccn2c1CCC#N,11%,2%,20%,-12%,?,5%,7,-24%,-15%
CN(Cc1cccs1)C(=O)c1ccc(Cl)c(S(=O)(=O)N2CCCCCC2)c1,-11%,-14%,.,-18%,.,0%,-6,-25%,-3%

# (next part)
SMILES,RGS4 inhibitor,ERG-DNA inh,POLB inh,Pol eta inh,Apoferritin bind,APEX1 inh,LDHA inh,12-LOX inh,Pol kappa inh
Oc1[nH]c2ccccc2c1N=Nc1ccc(C(F)(F)F)cn1,-30%,-1%,73%,-19%,-19%,-3%,-4,0%,-16%
COc1ccccc1/C=C/C(=O)OCC(=O)NC1CC1,-2%,7%,.,-20%,.,16%,-14,12%,-3%
CCOc1cccc(CN2CCCC(N3CCc4cc(OC)c(OC)cc4C3)C2)c1O (centres undefined),-1%[56.9 µM],10%,8%,-13%,5%,-5%,18,3%,3%
CN1CCN(C(c2cccs2)c2nnnn2Cc2ccc(F)cc2)CC1 (centres undefined),-8%,-9%,?,-11%,-2%,-4%,-5,-16%,2%
Cc1[nH]c2ccccc2c1C(=O)COC(=O)c1c(-c2ccccc2)noc1C,-36%,5%,-19%,-20%,-5%,4%,-4,-8%,-16%
CCOc1ccc(S(=O)(=O)N(CC(=O)N/N=C/c2cccs2)c2ccc(C)cc2)cc1,-11%,.,-17%,-13%,1%,-3%,-12,8%,-14%
CC(C)CCCN1C(Nc2ccccc2)=NC[C@@H]1Cc1ccccc1,-10%,-5%,10%,-17%,-11%,-9%,1,.,-8%
CC(=O)C1=C(C)NC(SCC(=O)Nc2nccs2)=C(C#N)C1c1ccccc1Cl (centres undefined),-18%,-5%,-1%,-16%,2%,-1%,-4,-17%,-17%
CCOC(=O)Cn1nnnc1C,7%,3%,-3%,-2%,0%,7%,-3,3%,1%
N=C(N)CCCOc1ccccc1-c1ccccc1,-8%,2%,-1%,-12%,8%,-10%,-6,-9%,-21%
COc1ccc(NC2CCCN(C(=O)c3ccc(C(C)=O)cc3)C2)cc1 (centres undefined),-1%,-6%,35%,-7%,-5%,39%[activator],-6,i,-7%
CCCCN(C)CCCNC(=O)c1cn(CC)c2ccc(S(=O)(=O)N3CCc4ccccc4C3)cc2c1=O,13%&-4%,6%&-5%,27%&9%,-4%&-5%,-8%&1%,25%,-3&5,-9%&-19%,-1%&7%

# Random excerpt: two entries already listed
SMILES,RGS4 inhibitor,ERG-DNA inh,POLB inh,Pol eta inh,Apoferritin bind,APEX1 inh,LDHA inh,12-LOX inh,Pol kappa inh
CN1CCN(C(c2cccs2)c2nnnn2Cc2ccc(F)cc2)CC1 (centres undefined),-8%,-9%,?,-11%,-2%,-4%,-5,-16%,2%
CC(C)CCCN1C(Nc2ccccc2)=NC[C@@H]1Cc1ccccc1,-10%,-5%,10%,-17%,-11%,-9%,1,.,-8%

# Further entries follow:
SMILES,RGS4 inhibitor,ERG-DNA inh,POLB inh,Pol eta inh,Apoferritin bind,APEX1 inh,LDHA inh,12-LOX inh,Pol kappa inh
CNS(=O)(=O)c1cccc(C(=O)OCC(=O)N2c3ccccc3NC(=O)C2(C)C)c1,7%,-6%,.,?,.,15µM*,-5,98%,?
CCOCCCNC1=C(Cl)C(=O)c2ccccc2C1=O,-19%,10%,18%,?,-17%,-7%,23,0%,-23%
COc1ccc2nc(SCC(=O)NC(C)C)[nH]c2c1,24%,2%,-13%,4%,-9%,1%,2,0%,-12%
COc1ccc(N/C(=N/c2nc(C)cc(C)n2)NC(=O)c2ccccc2)cc1,-7%,14%,-1%,-15%,-7%,-2%,-4,3%,-2%
O=C(O)c1cc(S(=O)(=O)N2CCN(S(=O)(=O)c3ccccc3)CC2)ccc1Cl,13%,-12%,39%,-19%,4%,1%,-2,-21%,6%[60.1 µM]
Cc1cc(=O)oc2cc(O)cc(OCc3ccccc3)c12,-26%,-13%,.,-13%,.,.,-1,?,-6%
CC(C)COc1cccc(-c2cc(C(=O)Nc3ccon3)c3ccccc3n2)c1,-26%,10%,11%,?,-16%,-24%,0,-11%,2%
COc1cccc(NC(=O)Nc2ccc3nc(N4CCN(C)CC4)cc(C)c3c2)c1,-42%,4%,?,?,5%,.,0,?,-15%[60.1 µM]

# Shown as a hit in APEX1 inh (from the list above):
SMILES,RGS4 inhibitor,ERG-DNA inh,POLB inh,Pol eta inh,Apoferritin bind,APEX1 inh,LDHA inh,12-LOX inh,Pol kappa inh
CNS(=O)(=O)c1cccc(C(=O)OCC(=O)N2c3ccccc3NC(=O)C2(C)C)c1,7%,-6%,.,?,.,15µM*,-5,98%,?

# Screening data as filed in PubChem BioAssay.
